RPL19A TOR yeast = alters RPL19A-GFP fluorescence in TOR pathway yeast screen; S. cerevisiae RPL19A-GFP strain, flow cytometry, 3 h; hits give low values; percent response vs DMSO, % at 10 µM; actives 0.3% (n = 330,000);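 active means percent response vs DMSO below 50%; inconclusive means fewer than 70 events counted for the yeast strain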;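 further: median channel GFP fluorescence of the barcoded RPL19A-GFP strain; ratio of sample median GFP to plate DMSO average so 100% = DMSO; lower means less RPL19A-GFP as with rapamycin TOR inhibition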
GRK2 aptamer HTS = human GRK2 inhibition via aptamer displacement; P25098; bead flow cytometry, FAM-aptamer displacement from GRK2; inhibition of aptamer binding, % at 10 µM; actives 0.59% (n = 330,000); AID 488847;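 active means inhibition of aptamer binding above 40%, roughly 3 SD of noise, on plates passing a quality check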;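 further: median bead fluorescence of bound FAM aptamer so fluorescent compounds give negative values; no value below 0 was filed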
Target sequence (P25098 whole entry, looked up): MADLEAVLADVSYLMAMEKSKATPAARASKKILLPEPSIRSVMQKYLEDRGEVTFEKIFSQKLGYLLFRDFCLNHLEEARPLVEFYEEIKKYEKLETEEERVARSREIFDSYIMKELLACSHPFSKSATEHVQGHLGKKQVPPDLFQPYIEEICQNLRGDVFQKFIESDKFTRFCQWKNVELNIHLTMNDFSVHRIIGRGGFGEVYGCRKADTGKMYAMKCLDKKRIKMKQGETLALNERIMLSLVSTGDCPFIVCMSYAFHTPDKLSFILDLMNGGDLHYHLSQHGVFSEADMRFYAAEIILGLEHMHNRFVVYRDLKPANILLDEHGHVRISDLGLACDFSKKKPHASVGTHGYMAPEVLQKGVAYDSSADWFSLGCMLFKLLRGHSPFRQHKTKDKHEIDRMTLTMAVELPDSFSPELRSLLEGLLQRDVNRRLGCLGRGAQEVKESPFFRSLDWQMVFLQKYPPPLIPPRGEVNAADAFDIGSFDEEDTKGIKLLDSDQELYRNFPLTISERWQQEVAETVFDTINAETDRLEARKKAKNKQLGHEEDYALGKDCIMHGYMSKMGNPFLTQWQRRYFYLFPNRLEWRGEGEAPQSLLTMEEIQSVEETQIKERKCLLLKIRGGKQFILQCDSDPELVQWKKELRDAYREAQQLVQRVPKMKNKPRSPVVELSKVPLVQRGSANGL
VLA-4 inh = inhibition in a human VLA-4 binding assay; AID 2557; actives 0.2% (n = 330,000); VLA-4 expressing cells, ligand binding flow cytometry; inhibition, % (about 7 µM as worked out from the volumes in the protocol); P13612; in the data active means inhibition above about 50%
CIT2-GFP yeast = modulators of TOR pathway CIT2-GFP in S. cerevisiae. S. cerevisiae CIT2-GFP strain, flow cytometry, 3 h; 100 means same as DMSO wells. AID 2029. GFP response vs DMSO, % at 10 µM. actives 0.065% (n = 320,000);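 active means GFP response relative to DMSO above a set limit, near the screen mean plus 3 SD, cut at about 150% in these data; inconclusive means Fewer than 70 cells measured for a yeast strain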;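 further: ratio of well median GFP fluorescence to mean of DMSO wells on the plate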
LAP4 TOR yeast = modulators of TOR pathway LAP4-GFP in S. cerevisiae | GFP response vs DMSO, % at 10 µM | S. cerevisiae LAP4-GFP multiplex, flow cytometry GFP, 3 h; median GFP as percent of DMSO wells | actives 0.34% (n = 320,000);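 active means GFP response vs DMSO above a set limit, about the screen mean plus 3 SD, cut at about 150% in these data; inconclusive means under 70 cell events counted for the yeast strain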
JMJD2C inh = blocks human GASC-1 demethylase activity | actives 0.069% (n = 330,000) | inhibition, % at 2.35 µM | Q9H3R0 | GST-JMJD2C(1-420) H3K9me3 demethylation, DELFIA europium;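 active means more than half of a compound's replicate wells show inhibition beyond 50%, single wells judged on their own value; inconclusive means some, but no more than half, of replicates pass 50% inhibition; inactive means no replicate passes 50% inhibition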;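 further: signal counts dimethyl H3K9 product captured on neutravidin plate; 0% = median of DMSO wells and 100% = 0.3 times that DMSO median; strong numbers were not always called active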
Target sequence (Q9H3R0 1-420 limits assumed): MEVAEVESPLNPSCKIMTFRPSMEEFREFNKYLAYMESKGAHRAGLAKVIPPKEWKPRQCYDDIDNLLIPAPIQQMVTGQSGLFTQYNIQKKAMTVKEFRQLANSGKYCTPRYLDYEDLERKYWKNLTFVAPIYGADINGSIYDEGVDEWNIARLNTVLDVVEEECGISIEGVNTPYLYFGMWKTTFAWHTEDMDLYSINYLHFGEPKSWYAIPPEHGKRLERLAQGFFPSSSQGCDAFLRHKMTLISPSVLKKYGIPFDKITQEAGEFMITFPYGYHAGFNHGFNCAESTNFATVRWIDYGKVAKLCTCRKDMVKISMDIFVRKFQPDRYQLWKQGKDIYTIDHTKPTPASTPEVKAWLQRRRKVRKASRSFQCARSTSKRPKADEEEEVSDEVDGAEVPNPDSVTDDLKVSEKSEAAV
AGP1 TOR yeast = modulators of TOR pathway AGP1-GFP in S. cerevisiae; S. cerevisiae AGP1-GFP multiplex flow cytometry, 3 h; GFP as percent of DMSO wells; GFP response vs DMSO, % at 10 µM; actives 0.02% (n = 320,000); AID 2066;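 active means GFP response relative to DMSO above a set limit, near screen average plus 3 SD, cut at about 150% in these data; inconclusive means fewer than 70 cells counted for the yeast strain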;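 further: median GFP channel fluorescence of the gated AGP1 strain per well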
MEP2-GFP yeast = alters MEP2-GFP fluorescence in TOR pathway yeast screen; AID 2016; S. cerevisiae MEP2-GFP strain, flow cytometry GFP, 3 h; 100% = DMSO control level; actives 0.51% (n = 330,000); GFP response vs DMSO, % at 10 µM;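 active means GFP response versus DMSO above a set limit, roughly screen mean plus 3 SD, cut at about 180% in these data; inconclusive means fewer than 70 cells counted for a yeast strain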;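 further: median GFP fluorescence of the barcode-gated MEP2-GFP cells per well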
Starred values were filed as active, the others as inactive; ? = inconclusive; . = not tested or not shown; & = joins results of further samples; [ ] = dose if it differs, or a comment.

SMILES	RPL19A TOR yeast	GRK2 aptamer HTS	VLA-4 inh	CIT2-GFP yeast	LAP4 TOR yeast	JMJD2C inh	AGP1 TOR yeast	MEP2-GFP yeast
CCCNC(=O)c1ccccc1NC(=O)COc1cccc2c1OC(C)(C)C2	101.9	1.0	-8.2	97.2	102.1	5.7	106.6	97.3
Cc1ccc(C)c(NC(=O)CCCCCN2C(=O)[C@@H]3Cc4ccccc4CN3C2=O)c1	107.9	1.0	5.2	101.5	95.2	-4.8	98.9	101.7
COc1ccc2cc(CN(Cc3cccnc3)S(=O)(=O)c3ccccc3)c(=O)[nH]c2c1	90.8	4.0	4.7	104.1	116.8	-1.0	109.2	108.9
Fc1ccc(C(c2nnnn2Cc2cccs2)N2CCN(C3CCCC3)CC2)cc1 (stereo unspecified)	98.8	0.0	8.1	96.0	91.4	12.6	97.6	103.7
Cc1ccc(-n2nc3ccc(NC(=O)c4ccc5c(c4)OCO5)cc3n2)cc1	92.8	0.0	0.0	97.1	97.7	0.0	92.0	95.8
COc1ccccc1C(=O)Nc1ccccc1N1CCCCC1	104.6	0.0	-6.7	95.3	94.2	-7.0	98.9	109.1
CCOC(=O)c1ccc(NC(=O)C(CC)(CC)C(=O)OCC)cc1	105.5	1.0	-0.3	100.4	102.3	-2.8	105.8	107.5
Cc1nn(Cc2cccc(F)c2)c(C)c1NC(=O)c1c([N+](=O)[O-])c(C)nn1C	101.8	0.0	-2.2	106.2	98.0	0.9	107.1	104.5
Cc1cc(C(=O)O)cc(Br)c1N	96.8	3.0	4.3	91.7	104.1	-12.4	103.5	98.2
CCN(CC(=O)Nc1cccc(S(=O)(=O)N2CCOCC2)c1)Cc1ccccc1	98.8	2.0	-2.4	102.5	109.7	-0.4	109.6	105.1
Cc1ccccc1N1C(=O)c2ccccc2C1Nc1cccnc1 (stereo unspecified)	104.0	0.0	-18.6	120.6	110.3	1.7	106.7	107.1
COc1c(OC)c2[nH]c(=O)cc3c4ccccc4n(c1=O)c23	17.6*[may fluoresce violet]	2.0	-7.3	?	100.0[may fluoresce violet]	.	?	364.9*[may fluoresce violet]
NC(=O)CCCn1c(C(=O)c2ccc(Cl)cc2)c2ccc(C(F)(F)F)cc2[n+]1[O-]	98.9	3.0	-7.1	99.8	94.9	11.4	98.8	99.7
CC(=O)Nc1ccc(-c2nn[nH]n2)cc1Cl	97.9	1.0	1.5	98.3	101.3	-18.7	100.8	103.3
O=C(Nc1ccc(F)c(Cl)c1)C1CCN(S(=O)(=O)c2cccnc2)CC1	98.6	1.0	12.9	97.3	102.4	7.6	99.5	92.0
CCCCCn1c(C)c2c(OCC)cccc(=O)c2c1C	103.7	7.0	-0.2	93.0	97.3	4.3	107.3	105.4
CC(NC(=O)C1CSC2(C)CCC(=O)N12)c1ccccc1Cl (stereo unspecified)	94.0	6.0	23.8	91.1	96.2	-2.3	96.3	95.7
O=C(CCc1nnc2n(Cc3ccc(Cl)cc3)c(=O)c3ccccc3n12)NCCCN1CCOCC1	103.2	0.0	13.1	99.7	106.9	6.1	100.0	104.9
COc1ccc(/C=C(/NC(=O)c2ccccc2)c2nc3ccc(Cl)cc3[nH]2)cc1OC	101.9	0.0	-17.1	111.0	94.6	0.8	100.8	115.8
CCNc1nnc(CCn2nc(C)c(Br)c2C)s1	96.5	6.0	0.2	96.2	98.0	0.3	97.5	97.5
COc1ccccc1NC(=S)NNC(=O)c1cc(C)nn1C	103.3	4.0	-23.3	112.2	99.8	5.4	107.3	99.8
CCOc1ccc(N(CC(=O)Nc2ccc(C)c(Cl)c2)S(C)(=O)=O)cc1	101.3	0.0	16.2	97.2	88.8	-11.9	97.0	98.7
CCOc1ncccc1C(=O)N1CCN(Cc2ccc3c(c2)OCO3)CC1	98.1	0.0	13.9	97.3	99.0	2.6	99.4	102.7
CN(C)c1c([N+](=O)[O-])cc2[nH]c(=O)[nH]c2c1[N+](=O)[O-]	97.5	0.0	18.9	86.0	90.1	5.7	91.1	86.2
O=C(NCc1cccnc1)Nc1cc(Cl)cc(Cl)c1	95.0	1.0	7.8	88.5	79.4	1.6	87.2	88.4
CCOCCCn1c(=S)[nH]c2cc(C(=O)N3CCN(c4ccccc4)CC3)ccc2c1=O	104.7	2.0	25.6	108.0	106.8	-14.0	109.8	99.1
O=C(OCC(=O)N1CCCCCC1)c1cccnc1Cl	97.4	0.0	6.2	97.1	108.8	5.1	107.2	107.7
CCC(COC)NC(=O)CCc1nnc(Cc2cccc(C(F)(F)F)c2)o1 (stereo unspecified)	108.6	1.0	-8.0	96.6	98.7	3.2	101.9	109.4
COC(=O)CN(C(=S)Nc1ccc(Cl)cc1)C1CC(=O)N(c2ccc(OC)cc2)C1=O (stereo unspecified)	97.3	3.0	12.8	98.8	96.5	-1.6	97.2	102.7
O=C(CC(c1ccco1)S(=O)(=O)c1ccccc1)c1ccc(F)cc1 (stereo unspecified)	94.0	0.0	8.4	87.9	92.8	1.6	92.1	100.6
O=C(NCc1ccco1)C(C(=O)c1ccccc1)n1ccccc1=O (stereo unspecified)	106.8	5.0	20.2	106.3	98.9	-19.5	116.2	111.5
Cc1cc(NC(=O)c2cnn3c(C(F)F)cc(C4CC4)nc23)no1	97.8	2.0	17.1	87.2	90.6	4.0	83.9	92.1
COc1cc(/C=C2\SC(=S)N(CC(=O)NC3=NCCS3)C2=O)cc(OC)c1OC	106.0	0.0	3.2	105.3	88.6	-1.1	101.8	106.5
S=C(NCC1CCCCC1)Nc1ccc(Oc2ccccc2)cc1	99.2	0.0	6.8	98.0	88.2	3.1	94.4	101.3
Cc1ccc(CN2CCN(Cc3c(C)nn(-c4ccc(F)cc4)c3C)CC2CCO)o1 (stereo unspecified)	96.8	0.0	0.7	94.7	113.7	-5.4	108.3	111.8
Nc1c(Cl)c(Cl)nc(C(=O)N/N=C/c2ccco2)c1Cl	107.5	1.0	10.3	103.2	95.8	-0.3	107.9	109.9
Cn1c(N)c(C(=O)CSc2ccc3c(c2)OCCO3)c(=O)n(C)c1=O	.	2.0	21.9	102.1	100.1	-7.8	104.0	108.2
CC1CCCCN1CCn1cnc2c([nH]c3ccccc32)c1=O (stereo unspecified)	101.6	3.0	21.3	101.8	116.3	-5.4	105.3	105.8
Fc1cccc2sc(Nc3nc4cc5c(cc4s3)OCCO5)nc12	101.9	0.0	8.5	96.6	102.0	-7.1	92.8	102.6
O=c1cc(O)c2ccccc2n1Cc1ccccc1F	91.7	1.0	2.5	115.3	126.7	-6.1	119.0	120.0
Nc1cccc(C(=O)Nc2cccc3ncccc23)c1	102.4	0.0	2.5	99.6	88.5	-1.8	93.3	107.0
COc1ccc(C(=O)N2CCN(CCCc3ccccc3)CC2)cc1OC	101.8	0.0	5.8	95.3	93.5	16.3	96.3	104.2
CNc1ccccc1C(C)(C)c1cc(-c2cccc([N+](=O)[O-])c2)no1	96.7	2.0	-16.6	84.2	112.7	1.9	100.8	99.7
N#Cc1ccsc1NC(=O)CN1CCN(S(=O)(=O)c2ccc3ccccc3c2)CC1	107.3	0.0	-13.1	106.7	107.3	-1.0	116.6	113.6
O=C(O)/C=C/C(=O)Nc1cccnc1	99.7	0.0	28.9	101.6	97.7	8.1	101.5	110.5
O=C(Cn1ccc(=O)[nH]c1=O)NCCO	101.1	1.0	-2.5	93.7	93.9	-12.9	103.3	99.6
CCCC1(c2ccccc2)NC(=O)N(CC(=O)Nc2cc(C)ccc2OC)C1=O (stereo unspecified)	108.6	1.0	6.2	106.8	105.4	-9.0	106.6	107.8
Cc1cc(-c2ccco2)n(CC(=O)NCCN(C)C)n1	102.1	0.0	-21.0	105.1	98.6	-1.6	104.4	99.4
CCCNC(=O)OCC12CC3CC(CC(C3)C1)C2	101.6	0.0	16.3	95.2	93.3	-4.8	97.3	94.7
Cn1c(=O)c2c(nc(-n3ccnc3)n2C)n(C)c1=O	98.0	0.0	-4.5	105.8	100.3	0.0	102.4	100.9
CCOC(=O)c1c(C)[nH]c(C(=O)COC(=O)c2cnc(C)cn2)c1C	96.0	1.0	-63.1	97.7	96.8	-5.2	99.0	94.1
CC(C)(O)[C@@H]1CC(=O)[C@]2(C)[C@H](CC[C@@]3(C)[C@H](c4ccoc4)OC(=O)[C@H]4O[C@]432)[C@@]1(C)/C=C\C(=O)O	111.1	2.0	0.0	108.8	115.1	2.4	117.2	101.5
CCOc1cc(NC(=S)NCc2ccco2)c(OCC)cc1NC(=O)C1CC1	100.5	2.0	-15.9	95.9	106.6	1.1	98.9	101.4
CCN(CC)c1ccc(NC(=O)CCCCCN2C(=O)c3ccccc3C2=O)cc1	98.9	0.0	16.8	104.9	100.5	9.7	105.5	97.9
COc1ccc(/C=N/N2CCN(C3c4ccccc4-c4ccccc43)CC2)cc1O	97.6	2.0	3.0	85.3	103.7	3.4	117.7	100.7
COc1ccc(C(=O)COc2ncnc3cc(Cl)ccc23)cc1	103.6	0.0	5.7	97.8	105.0	8.1	104.8	95.0
COCC(=O)Nc1c(C(=O)Nc2cccc(OC)c2)oc2ccccc12	105.4	0.0	-6.6	114.2	112.4	7.9	106.4	108.5
Cc1cc(N)n(-c2ccc(S(=O)(=O)N3CCCC3)cc2[N+](=O)[O-])n1	93.6	0.0	-3.9	99.6	111.0	3.3	102.7	97.9
O=C(N/C(=C\c1ccco1)C(=O)N1CCCC1)c1ccccc1	100.8	0.0	-4.2	100.5	99.9	3.8	103.8	106.5
CC(=O)Nc1cccc(C(=O)N/N=C/c2ccc(F)cc2)c1	105.4	1.0	6.9	99.3	102.0	5.7	98.9	101.5

Filtered by structure, those above containing a CF3 group (two)
SMILES	RPL19A TOR yeast	GRK2 aptamer HTS	VLA-4 inh	CIT2-GFP yeast	LAP4 TOR yeast	JMJD2C inh	AGP1 TOR yeast	MEP2-GFP yeast
NC(=O)CCCn1c(C(=O)c2ccc(Cl)cc2)c2ccc(C(F)(F)F)cc2[n+]1[O-]	98.9	3.0	-7.1	99.8	94.9	11.4	98.8	99.7
CCC(COC)NC(=O)CCc1nnc(Cc2cccc(C(F)(F)F)c2)o1 (stereo unspecified)	108.6	1.0	-8.0	96.6	98.7	3.2	101.9	109.4

The list continues:
SMILES	RPL19A TOR yeast	GRK2 aptamer HTS	VLA-4 inh	CIT2-GFP yeast	LAP4 TOR yeast	JMJD2C inh	AGP1 TOR yeast	MEP2-GFP yeast
COc1ccc(C(=O)Nc2ccc(Cl)cn2)cc1S(=O)(=O)N1CCCC1	102.3	0.0	15.4	89.9	111.3	7.1	97.9	102.1
Cc1cc(C)nc(SCc2nnc(SCC(=O)Nc3nccs3)n2Cc2ccco2)n1	101.0	0.0	-4.0	91.9	.	91.9&-4.2	103.3	99.8
CCOC(=O)C1=C(c2ccccc2)NC(=O)NC1c1ccc(OCC#N)c(OC)c1 (stereo unspecified)	96.3	1.0	11.5	91.9	97.1	-8.3	97.0	93.4
COc1ccccc1NC(=O)C(C)NC(c1ccccc1)c1ccccc1 (stereo unspecified)	98.7	0.0	2.3	90.3	96.5	-47.6	99.6	94.9
Cc1ccccc1-n1c(=O)c(C#N)cc2c(=O)n3ccccc3nc21	104.3	0.0	-5.9	108.9	100.8	-19.1	105.5	104.3
Cc1ccc(S(=O)(=O)N(CC(=O)NCCSC2CCCCC2)c2ccccc2F)cc1	102.1	3.0	20.9	100.3	99.0	6.4	104.3	97.6
Brc1ccc(-n2cccc2/C=N/n2cnnc2)cc1	96.6	0.0	2.5	106.1	108.9	1.4	101.9	100.3

High-throughput results deposited in PubChem by several laboratories.
